BRCA1 expr act – qHTS Assay to Identify Small Molecule Activators of BRCA1 Expression. hit rate 1.1% among 380,000. MCF7-BRCA1-FFLuc reporter, luminescence, 48 h; response scale: scaled: vehicle 0%, 10 µM genistein 100%. Potency, µM (top dose mostly 46.1 µM), inactives show at the highest dose activation, usual class: activators; also: potency is read from the fitted curve at half-maximal effect; nearly all actives have a fitted effect of over 80% in size; some results filed as inactive show a strong effect at the top dose
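48 h compound treatment of MCF7-BRCA1-FFLuc cells (phenol-red free MEM, 37 °C), then 15 min with luciferase substrate and luminescence imaging.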
ELG1 genotox – qHTS screen for small molecules that induce genotoxicity in human embryonic kidney (HEK293T) cells expressing luciferase-tagged ELG1. HEK293T ELG1-luciferase reporter, luminescence, 16 h. Potency, µM (highest dose often 46 µM), inactives show at the top dose activity change, positive = activation, most hits filed as activators. hit rate 1.3% among 330,000; also: potency is read from the fitted curve at half-maximal effect; % of control where 0% means no effect; nearly all actives have a fitted effect of over 60% in size
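Genotoxic stress is detected as increased luminescence from luciferase-tagged ELG1 in HEK293T cells, measured with ONE-Glo after a 16 hr treatment at 37 °C.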
uPA generation – qHTS for Inhibitors of Cell Surface uPA Generation; cell surface uPA generation assay, qHTS; Potency, µM (top dose mostly 38.3 µM), for the others: at the top dose activity change, negative = inhibition, most hits filed as inhibitors; hit rate 0.31% among 330,000; active = well fitted inhibition curve with a large enough effect; inconclusive = small, poorly fitted or top-dose-only effect; inactive = no such curve, though single readings can be large or run the other way; tested in mouse RAW 264.7 cells; also: potency is read from the fitted curve at half-maximal effect; % is scaled to controls: 0 for no effect and ±100 for the full control effect; nearly all actives have a fitted effect of over 55% in size
Eya2 phos inh – qHTS Assay for Inhibitors of the Phosphatase Activity of Eya2 | hit rate 0.006% among 330,000 | Protein phosphatase EYA2 (Homo sapiens), O00167 | AID 488837, 2010 | recombinant Eya2, OMFP fluorescence dephosphorylation (OMFP is methylfluorescein phosphate) | Potency, µM (series often up to 76.9 µM), without a hit: at the highest dose activity, negative = inhibition, usual class: inhibitors; also: potency is read from the fitted curve at half-maximal effect; % is scaled to controls: 0 for no effect and ±100 for the full control effect
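Eya2 (0.2 uM) preincubated 10 min at ambient with compound, then OMFP substrate added at 50 uM; 10 min reaction in 50 mM HEPES pH 7.5, 50 mM NaCl, 5 uM MgCl2, 0.05% BSA, 1 mM DTT. Fluorescence read at Ex 485/Em 525 nm.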
B2AR arrestin – qHTS assay of beta-arrestin-biased ligands of beta2-adrenergic receptor | Potency, µM (highest dose often 46.1 µM), for inactives: at the highest dose activation, most hits filed as activators | hit rate 0.02% among 330,000 | AID 492947, 2010 | beta-arrestin recruitment to beta2AR, cell-based reporter;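 also: potency is read from the fitted curve at half-maximal effect; 0% = DMSO controls and full agonism = EC100 isoproterenol or metaproterenol; nearly all actives have a fitted effect of over 65% in size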
PTAP TSG101 blk – qHTS Assay for Iinhibitors of HIV-1 Budding by Blocking the Interaction of PTAP/TSG101; Fluorescence polarization, FITC-PTAP peptide / Tsg101 binding; Potency, µM (doses to about 115 µM), without a hit: at the highest dose activity change, negative = inhibition, actives largely listed as inhibitors; 340,000 tested, under 10 active; AID 493005, 2010; active = well fitted inhibition curve with a large enough effect in the main read-out, with a control signal flat, not every such curve was filed as active; inconclusive = small, poorly fitted or top-dose-only effect, or effect the other way, or a change in a side signal; inactive = no such curve, though single readings can be large or run the other way; also: potency is read from the fitted curve at half-maximal effect; % of control where 0% means no effect
Target sequence (Q99816 whole entry, looked up): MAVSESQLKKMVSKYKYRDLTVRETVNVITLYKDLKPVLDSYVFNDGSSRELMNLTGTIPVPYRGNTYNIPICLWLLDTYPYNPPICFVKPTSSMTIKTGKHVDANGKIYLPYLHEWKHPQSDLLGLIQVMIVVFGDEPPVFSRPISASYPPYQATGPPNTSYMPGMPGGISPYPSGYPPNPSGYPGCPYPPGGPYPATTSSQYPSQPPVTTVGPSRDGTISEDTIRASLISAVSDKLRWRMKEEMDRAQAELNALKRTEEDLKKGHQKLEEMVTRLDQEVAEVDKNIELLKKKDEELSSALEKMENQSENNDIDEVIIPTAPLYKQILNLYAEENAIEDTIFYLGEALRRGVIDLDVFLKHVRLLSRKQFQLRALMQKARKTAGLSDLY
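Tsg101 binding domain (10 uM final) was mixed with compound and a FITC-labeled PTAP peptide (50 nM final) in HEPES pH 7.5 buffer with NaCl, Tween 20, EDTA and TCEP; fluorescence polarization was read after 20 min at r.t.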
p53 reactivator – qHTS assay for re-activators of p53 using a Luc reporter | H1299 p53-A138V BP100-luciferase reporter, luminescence, 24 h | Potency, µM (doses to about 92.2 µM), without a hit: at the top dose activity change, positive = activation, hits mostly activators | hit rate 0.063% among 320,000; also: potency is read from the fitted curve at half-maximal effect; % of control where 0% means no effect; nearly all actives have a fitted effect of over 45% in size
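p53-null H1299 cells stably carrying temperature-sensitive p53-A138V and a BP100-luciferase reporter were pinned with compounds (4-point, 1:5 series) and held 24 hrs at 37 deg C. Luminescence was read 10 min after detection reagent.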
USP2a block – qHTS Assay for Inhibitors of Ubiquitin-specific Protease USP2a Using CHOP2 as the Reporter; Ubiquitin carboxyl-terminal hydrolase 2 (Homo sapiens), O75604; USP2 core, Ub-CHOP2 coupled fluorogenic reporter, 485/531; Potency, µM (series often up to 38.3 µM), for inactives: at the top dose activity change, negative = inhibition, hits mostly inhibitors; hit rate 0.01% among 330,000; AID 463254, 2010;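 also: potency is read from the fitted curve at half-maximal effect; plate controls were DMSO wells for no effect and full inhibition by NEM control for full effect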
Target sequence (O75604 whole entry, looked up): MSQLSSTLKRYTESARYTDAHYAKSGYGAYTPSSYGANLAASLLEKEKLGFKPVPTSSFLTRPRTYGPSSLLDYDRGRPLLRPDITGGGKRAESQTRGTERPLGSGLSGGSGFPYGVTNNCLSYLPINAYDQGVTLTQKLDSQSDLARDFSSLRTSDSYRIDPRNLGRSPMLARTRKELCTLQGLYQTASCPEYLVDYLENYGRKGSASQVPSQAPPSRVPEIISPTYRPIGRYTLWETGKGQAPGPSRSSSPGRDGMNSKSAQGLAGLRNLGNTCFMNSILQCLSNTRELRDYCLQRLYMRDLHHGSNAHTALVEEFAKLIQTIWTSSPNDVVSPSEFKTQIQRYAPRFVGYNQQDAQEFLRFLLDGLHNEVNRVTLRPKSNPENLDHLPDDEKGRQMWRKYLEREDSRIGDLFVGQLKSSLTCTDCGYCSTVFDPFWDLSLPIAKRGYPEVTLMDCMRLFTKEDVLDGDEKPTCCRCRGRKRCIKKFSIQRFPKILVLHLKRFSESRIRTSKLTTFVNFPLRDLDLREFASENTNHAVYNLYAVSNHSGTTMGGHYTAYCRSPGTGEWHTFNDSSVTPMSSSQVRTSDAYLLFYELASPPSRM
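USP2 core (10nM final) preincubated 30min RT with compound in 20mM Tris-HCl pH 8.0, 2mM CaCl2, 2mM beta-mercaptoethanol, 0.05% CHAPS; 25nM Ub-CHOP2 plus 25nM reporter substrate added, fluorescence (Ex485/Em531) read after 60min.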
TRPV1 ag – HTS Assay for Compounds that Act as Agonists of the Vanilloid Receptor 1; hit rate 0.19% among 320,000; activation, % at 8.33 µM; TRPV1-expressing cells, Fluo-8 calcium influx, agonist mode; Transient receptor potential cation channel subfamily V member 1 (Homo sapiens), Q8NER1; AID 540275, 2011; in the data active = activation above about 80%; inconclusive = between about 30% and that limit; also: 0% is about no effect
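Fluo-8 calcium influx in TRPV1-expressing cells, kinetic read (ex 480/em 520 nm). Compound added and read 3 min for agonist activity, followed by capsaicin at EC20 final and 2 min further read for enhancement.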
S-ASM inh – Inhibitors of Secretory Acid Sphingomyelinase (S-ASM): qHTS. placental ASM, HMU-PC fluorogenic substrate, 60 min. Sphingomyelin phosphodiesterase (Homo sapiens), P17405. AID 504937, 2011. hit rate 0.006% among 340,000. Potency, µM (titrated, usually from 57.5 µM), without a hit: top-dose activity change, negative = inhibition, hits mostly inhibitors; also: potency is read from the fitted curve at half-maximal effect
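Human placenta-derived ASM preincubated with compound 10 min at room temperature, then reacted with 9 uM (final) fluorogenic HMU-PC substrate for 60 min at 37 C. Stop solution raises pH to 10; fluorescence read at Ex 386/Em 447 nm.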
a7 integrin act – qHTS for Activators of Integrin-Mediated Alleviation for Muscular Dystrophy; hit rate 0.064% among 350,000; Potency, µM (doses to about 38.3 µM), for the others: top-dose activation, hits mostly activators; alpha7betagal myoblasts, beta-gal FDG fluorescence, 48 h;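 also: potency is read from the fitted curve at half-maximal effect; 100% = response of the positive control SU9516; nearly all actives have a fitted effect of over 60% in size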
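alpha7betagal+/- myoblasts (passage 13, 250/well) treated 48 h at 37C with compounds at 1:260 dilution of DMSO stock. Lysed, then beta-galactosidase activity read as FDG fluorescence (ex 480/em 540) after 30 min, with pre-read for autofluorescence.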
* = called active by the depositor; ? = inconclusive; nt = no result given; [ ] = another dose, or the depositor's remark. Unless noted, calls follow the shape of the dose curve; as a rule, active = well fitted curve in the direction sought with a large enough effect; inconclusive = small, poorly fitted or top-dose-only effect, or another doubt; inactive = no such curve, though single readings can be large; an effect the other way counts as inactive or inconclusive. Rows are unselected (roughly 2.6% active in at least one column).

SMILES	BRCA1 expr act	ELG1 genotox	uPA generation	Eya2 phos inh	B2AR arrestin	PTAP TSG101 blk	p53 reactivator	USP2a block	TRPV1 ag	S-ASM inh	a7 integrin act
CC(=O)Nc1ccc(NC(=O)C(C)Sc2n[nH]c(-c3cccs3)n2)cc1 (configuration not stated)	-9%	0%	-12%	-2%	-0.1%	-7%	4%	1%	-2	-6%	-24%
COC(=O)/C(C#N)=C/c1c(N2CCN(c3cccc(Cl)c3)CC2)nc2c(C)cccn2c1=O	-29%	-9%	9%	-18%	-0.4%	-1%	-5%	-1%	3	-12%	3%
Cn1c(COc2ccc(Cl)cc2)nnc1SCc1ncc(-c2ccccc2)o1	4%	-4%	6%	5%	2.7%	0%	-2%	0%	7	-2%	?
CCOC(=O)c1cc2c(=O)n3ccccc3nc2n(Cc2ccco2)c1=NC(=O)c1cccnc1	6%	1%	0%	19%	-0.9%	-12%	-8%	0%	-2	nt	-7%
Cc1cc(C)cc(C(=O)OCC(=O)N2CCCC2)c1	-24%	5%	1%	-3%	0.1%	-8%	3%	1%	2	8%	-8%
CC(C(=O)OCC(=O)c1ccc(F)cc1)N1C(=O)C2C3C=CC(C3)C2C1=O (configuration not stated)	0%	-2%	-4%	-3%	0.1%	-1%	-3%	-3%	-1	1%	-20%
CCCc1nnc(NC(=O)NCCN2C(=O)C3C4C=CC(C4)C3C2=O)s1 (configuration not stated)	4%	1%	0%	3%	-0.2%	0%	?	0%	-3	0%	16%
COc1ccc(-c2[nH]ncc2CN(CC2CCC(=O)N2)C(C)C)cc1F (configuration not stated)	-8%	0%	2%	0%	-0.2%	1%	-2%	0%	-1	1%	1%
Cc1ccc(Cn2ccc(NC(=O)CCSc3nc(-c4ccco4)cc(C(F)(F)F)n3)n2)cc1	-40%	-7%	-3%	-36%	-0.3%	-3%	17%	-2%	-2	-1%	-18%
Cc1cccc(NC(=O)C2CCCN(S(=O)(=O)c3ccc4c(c3)oc(=O)n4C)C2)c1 (configuration not stated)	0%	-4%	-1%	14%	-0.5%	-3%	1%	-1%	0	-4%	-10%
Cc1c(C(=O)Nc2ccc(-n3cnnn3)cc2)oc2ccccc12	-42%	-4%	?	-8%	0.1%	-10%	-8%	1%	?	-1%	6%
COC(=O)c1ccccc1S(=O)(=O)N1CCC(c2nc3ccccc3o2)CC1	-8%	-3%	3%	9%	-0.2%	-1%	2%	-2%	7	1%	7%
Cc1nnc(NC(=O)C2CCN(c3nnnn3-c3ccccc3)CC2)s1	-10%	-2%	2%	-5%	0.0%	-4%	?	-2%	-3	4%	-4%[7.66 µM]
CC1CN(c2ccccc2)c2nc3c(c(=O)[nH]c(=O)n3C)n2C1 (configuration not stated)	-5%	0%	3%	1%	-1.2%	-2%	-1%	5%	-3	-1%	-17%
CCOC(=O)c1ccccc1OC(=O)CS(=O)c1ccccc1[N+](=O)[O-] (configuration not stated)	-6%	-6%	5%	3%	-0.3%	-5%	1%	17%	1	-1%	1%
O=C(NCc1cccs1)N[C@@H](Cc1ccccc1)C(=O)O	-4%	3%	-9%	-5%	-0.4%	-8%	-1%	-1%	1	3%	24%
Cc1nn(-c2ccccc2)c(C)c1C(=O)OC(C)C(=O)NC1CCCCC1C (configuration not stated)	-30%	-1%	-5%	18%	0.0%	-4%	-3%	-1%	4	1%	2%
O=C(Oc1ccccc1C(=S)N1CCOCC1)c1cccc([N+](=O)[O-])c1	-2%	0%	11%	1%	3.7%	-2%	-5%	-1%	1	1%	4%
O=C(C[C@@H]1C/C=C/CC[C@H](Cc2ccc(F)cc2)C(=O)OC[C@@H](Cc2ccccc2)NC1=O)N[C@H](CO)Cc1ccccc1	-81%	?	?	6%	-0.4%	-1%	-7%	2%	nt	-14%	-41%
C=CCNC(=O)/C(C#N)=C/c1ccccc1[N+](=O)[O-]	-13%	2%	-1%	2%	-0.3%	1%	9%	5%	-2	-1%	-35%
Cc1ccc(S(=O)(=O)NNC(=O)c2ccccc2O)cc1	1%	1%	0%	-7%	0.3%	-2%	-7%	-1%	0	0%	5%
CCOC(=O)N1CCN(C(c2ccc(C)cc2)c2sc3nc(C)nn3c2O)CC1 (configuration not stated)	1%	0%	5%	2%	-0.2%	1%	-1%	-8%	-2	1%	2%
N#Cc1cn(CC(=O)N2CCCC2)c2ccccc12	3%	6%	2%	-15%	-0.5%	-8%	-19%	-2%	-6	2%	-8%
CC[C@@]1(C(=O)OC)N[C@H](CN(C)C(=O)c2ccccc2)[C@@H]2C(=O)N(Cc3ccccc3)C(=O)[C@@H]21	3%	-1%	16%	2%	-0.9%	2%	-6%	0%	nt	7%	20%
Fc1cccc(NCc2cn3ccccc3n2)c1	?	2.3µM*	0%	-16%	-0.1%	0%	nt	-5%	-8	0%	0%
NC(=O)CSc1ncnc2c1oc1ccccc12	2%	15%	-2%	4%	-0.9%	-1%	-2%	-1%	-1	-5%	16%
CC1CCCC(C)N1CCCNC(=O)c1ccc2nc(N3CCOCC3)sc2c1 (configuration not stated)	-1%	10%	-3%	-15%	3.3%	-2%	nt	4%	-1	11%	15%
CCOc1ccc(-c2c(=O)n(O)c3ccccc3[n+]2[O-])cc1	24%	7%	-11%	9%	-0.8%	2%	12%	0%	-1	12%	?
CCOC(=O)c1ccc(NC(=O)c2c(Cl)cc(C)nc2C)cc1	24%	-3%	-1%	2%	-0.3%	-6%	nt	-1%	3	-1%	7%
COc1ccc(CC(=O)Nc2c3c(nn2-c2cccc(Cl)c2)CS(=O)(=O)C3)cc1	1%	-8%	nt	4%	0.1%	-10%	20%	1%	3	2%	-3%[7.66 µM]
COc1ccccc1/C=C/C(=O)OCC(=O)Nc1ccc2c(c1)OCCO2	3%	2%	-1%	17%	-0.3%	0%	12%	0%	6	-8%	-5%
CSc1ccccc1NC(=O)COc1ccc(Cl)cc1	16%	6%	-14%	-10%	-0.4%	0%	23%	-1%	?	1%	0%
O=C(Nc1ccc2c(c1)OCCO2)C1CCN(C(=O)c2ccc(F)cc2)CC1	?	?	-3%	7%	-0.1%	-3%	?	-1%	-4	6%	8%
CN(CCCNC(=O)c1cn(C)c2ccc(S(=O)(=O)N(C)C)cc2c1=O)c1ccccc1	7%	-2%	1%	1%	-0.3%	-2%	7%	4%	13	-8%	0%
Cn1c(=O)c2[nH]cnc2n(-c2ccccc2)c1=O	-2%	nt	-4%	nt	nt	-5%	nt	nt	-1	9%	-18%
Cc1cccc(CC(=O)Nc2cc(=O)n(C)c(=O)n2C)c1	1%	4%	-10%	-10%	0.0%	0%	-13%	2%	1	3%	-10%

Sorted by value in Eya2 phos inh (largest number first): three of the compounds above.
molecule,BRCA1 expr act,uPA generation,Eya2 phos inh,B2AR arrestin,PTAP TSG101 blk,p53 reactivator,USP2a block,TRPV1 ag,S-ASM inh,a7 integrin act
CCOC(=O)c1ccc(NC(=O)c2c(Cl)cc(C)nc2C)cc1,24%,-1%,2%,-0.3%,-6%,nt,-1%,3,-1%,7%
Cc1cccc(CC(=O)Nc2cc(=O)n(C)c(=O)n2C)c1,1%,-10%,-10%,0.0%,0%,-13%,2%,1,3%,-10%
Fc1cccc(NCc2cn3ccccc3n2)c1,?,0%,-16%,-0.1%,0%,nt,-5%,-8,0%,0%
